HTR5A inv ctr: counter-screen for OPRM1-OPRD1 inverse agonists: human HTR5A inverse agonism; 340,000 tested, 0.083% active; inhibition, % at 9.3 µM; HTR5A cell line, luminescence; in the data active = inhibition mostly above about 23%, no sharp cut-off; inactive = mostly below about 18%;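 note: 0% = cells with DMSO and 100% = no-cell wells with DMSO; some compounds called inactive have numbers as strong as hits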
PKA-R1A activ: activators of PKA-R1A complex. P00514+P68181. PKA-R1A dissociation, Cy5-IP20 fluorescence polarization; scaled: DMSO 0%, 113 µM cGMP 100%. activation, % at 11.4 µM. 340,000 tested, 0.083% active. AID 504707;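 active = percent activation above the mean of all tested compounds plus 3 SD, cut at about 19% in these data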;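 note: higher means more PKAc released from R1A so a rise in polarization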
phage Ecoli inh: E. coli growth loss with phage present; growth absorbance; inhibition, % at 11.9 µM; 360,000 tested, 0.26% active; AID 651602; in the data active = inhibition above about 11%
OPRM1-OPRD1 inv: inverse agonists of human mu-delta opioid receptor heterodimerization; cell-based MOR-DOR heterodimer luminescence, inverse agonism; 340,000 tested, 0.21% active; P35372+P41143; inhibition, % at 9.3 µM; in the data active = inhibition above about 22%, passing the limit was not always enough;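 note: 0% = cells with DMSO and 100% = wells without cells with DMSO; values of inactives mirror those of a sister screen read the other way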
Target sequence (P35372 whole entry, looked up): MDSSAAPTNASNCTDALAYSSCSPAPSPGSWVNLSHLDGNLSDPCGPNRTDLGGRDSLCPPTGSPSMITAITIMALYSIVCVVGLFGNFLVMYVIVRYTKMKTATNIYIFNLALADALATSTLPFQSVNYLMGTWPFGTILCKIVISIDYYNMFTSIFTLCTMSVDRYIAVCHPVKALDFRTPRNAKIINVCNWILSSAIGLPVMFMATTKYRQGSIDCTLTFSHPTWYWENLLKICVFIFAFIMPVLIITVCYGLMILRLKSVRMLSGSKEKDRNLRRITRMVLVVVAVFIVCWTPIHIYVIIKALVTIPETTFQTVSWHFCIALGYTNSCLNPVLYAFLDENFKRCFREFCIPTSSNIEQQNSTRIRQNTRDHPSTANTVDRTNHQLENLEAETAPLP
Target sequence (P41143 whole entry, looked up): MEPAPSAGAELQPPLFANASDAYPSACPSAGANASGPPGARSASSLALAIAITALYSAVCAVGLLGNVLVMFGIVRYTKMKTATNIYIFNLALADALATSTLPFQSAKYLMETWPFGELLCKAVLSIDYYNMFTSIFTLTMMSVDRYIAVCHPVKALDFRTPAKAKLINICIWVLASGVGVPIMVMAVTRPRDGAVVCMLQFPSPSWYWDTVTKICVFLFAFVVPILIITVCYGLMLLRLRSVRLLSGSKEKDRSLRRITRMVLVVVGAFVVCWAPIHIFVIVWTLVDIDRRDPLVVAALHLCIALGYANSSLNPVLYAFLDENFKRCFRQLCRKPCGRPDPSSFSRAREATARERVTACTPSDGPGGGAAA
MOR-DOR ag: OPRM1-OPRD1 heterodimerization agonism | AID 504326 | 340,000 tested, 0.3% active | P35372+P41143 | cells, luminescence | activation, % at 9.3 µM; in the data active = activation above about 18%;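 note: 0% = vehicle-treated cells and 100% = reference agonist; values of inactives mirror those of a sister screen read the other way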
Pemphigus Ab inh: inhibitors of pemphigus antibody binding to human desmoglein-3 | DSG3-coupled beads, scFv-anti-DSG3-GFP binding, flow cytometry; stronger effect = lower value | 310,000 tested, 0.48% active | P32926 | binding (percent of control), % at 10 µM | AID 588358;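 active = binding more than 3 SD below its plate's average and above zero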;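 note: hits lower antibody fragment binding to DSG3; some compounds called inactive have numbers as strong as hits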
HTR5A ag: HTR5A agonism, opioid heterodimer counter-screen | HTR5A agonist assay, luminescence, cell-based | 340,000 tested, 0.61% active | activation, % at 9.3 µM | P47898; in the data active = activation mostly above about 9.5%, no sharp cut-off; inactive = mostly below about 7.6%;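 note: 0% = cells with vehicle only and 100% = reference agonist; strong numbers were not always called active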
PfHsp90 yeast 2: growth inhibition of yeast expressing Plasmodium Hsp90 | S. cerevisiae expressing PfHsp90, BacTiter-Glo ATP, 48 h; yeast lacking PDR1 and PDR3 efflux regulators | inhibition, % at 9.4 µM | 310,000 tested, 0.32% active | AID 504621;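 active = every replicate shows inhibition above about 80%, whatever the replicate mean, limit read from the data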;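 note: 0% = DMSO neutral controls and 100% = 20 µM radicicol positive controls; yeast relying on Plasmodium falciparum Hsp90 in place of its own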
Ecoli viability: counter-screen for AddAB inhibitors: E. coli growth inhibition; E. coli V3065 growth, OD600 absorbance, 18 h; inhibition, % at 11.9 µM; 330,000 tested, 0.27% active;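 active = inhibition above the campaign's mean inhibition across all tested compounds plus 3 SD, cut at about 9.9% in these data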;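 note: uninfected addAB+ strain grown without phage in ampicillin broth; 0% = DMSO wells and 100% = ciprofloxacin 0.95 µg/ml wells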
SUMO Mot1 rescue: inhibitors of SUMOylation pathway: yeast Mot1-301 growth rescue; S. cerevisiae Mot1-301 growth rescue, ATP luminescence, 38.5C; percent above DMSO median, 100 means doubled; growth rescue, % at 18.8 µM; 320,000 tested, 1% active;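 active = every valid replicate shows activation above 250% relative to neutral control wells; inactive = the rest, any valid replicate at or below 250%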;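 note: OY570 slx delta 5 strain wells were the positive control but not used for scaling; some compounds called inactive have numbers as strong as hits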
AddAB inh: less growth of phage-infected E. coli with AddAB; E. coli expressing H. pylori AddAB, absorbance growth; inhibition, % at 11.9 µM; 330,000 tested, 0.29% active; AID 435030; in the data active = inhibition above about 12%;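 note: 0% = vehicle wells of infected cells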
An asterisk follows results filed as active; / = not tested or not shown.

Each structure is followed by: HTR5A inv ctr	PKA-R1A activ	phage Ecoli inh	OPRM1-OPRD1 inv	MOR-DOR ag	Pemphigus Ab inh	HTR5A ag	PfHsp90 yeast 2	Ecoli viability	SUMO Mot1 rescue	AddAB inh
- Cc1ccc(CC(NC(=O)c2ccccc2)C(=O)NCC(=O)O)cc1 (centres undefined)
→ -5	-2	2.6	5	-0.9	130	-1	/	0.2	-9	1.4
- CCCCCCCCCCSc1n[nH]c(NC(C)=O)n1
→ 18	5	3.9	14	-2.4	105	-3	-27	-2.5	0	3.0
- O=C(COC(=O)c1cccnc1Cl)NC1CCCCC1
→ 12	0	1.1	11	-2.1	96	-3	-26	-1.4	-5	0.3
- CC(=O)N1N=C(c2cccc(Br)c2)OC12CCCC2
→ 10	-11	2.5	9	-1.7	101	-4	-6	-0.2	/	2.4
- CC(=O)Nc1sc2c(c1C(=O)N1CCOCC1)CCCCC2
→ 13	-4	0.6	5	-1.0	/	2	2	-0.9	-23	-0.8
- COCCCNC(=O)c1ccc(N2CCCC2)c(NS(=O)(=O)c2ccc(C)cc2)c1
→ -12	7	2.8	1	-0.1	102	-3	-5	0.4	-16	-0.4
- Cn1nnc2cc(NC(=O)N3CCN(c4ccccn4)CC3)ccc21
→ -8	-3	1.7	11	-1.9	107	4	34	-0.5	-4	3.8
- O=C(O)CCC(=O)c1ccc2c(c1)OCCO2
→ -3	1	2.1	23	-4.5	107	1	6	0.6	-4	3.4
- CCn1c(SCC(=O)Nc2oc(-c3ccccc3)c(-c3ccccc3)c2C#N)nnc1-c1cc(OC)cc(OC)c1
→ -11	-19	/	-5	0.9	99	2	-11	-3.6	/	-3.4
- O=C(CC1OC(=O)c2ccccc21)NCC1COc2ccccc2O1 (centres undefined)
→ 5	-2	1.9	15	-3.0	106	-2	/	2.1	-2	4.2
- O=C(O)[C@@H]1Cc2ccccc2N1
→ -17	7	1.2	-4	0.9	/	-6	9	-1.2	-6	-0.4
- O=c1n(-c2ccccc2)c(=O)n2n1CCC2
→ 10	4	0.5	13	-2.2	99	10*	-4	3.2	1	2.9
- COc1ccccc1NC(=O)CCSc1nnc(-c2ccco2)o1
→ -8	-9	1.5	10	-1.9	104	3	-13	0.1	/	1.6
- COCCn1c(=N)c(C(=O)NCc2ccco2)cc2c(=O)n3ccccc3nc21
→ 1	-6	2.2	12	-2.1	/	-6	10	0.0	-15	2.3
- COc1cccc(N2CCN(CC(=O)Nc3ccccc3C(=O)NCc3ccccc3)CC2)c1
→ -16	-8	2.1	18	-4.2	104	7	-3	-1.0	/	-0.2
- CCCCNC(=O)CSc1nc2cc3c(cc2c(=O)n1CCC(=O)NCCc1ccc(OC)c(OC)c1)OCO3
→ 1	-10	-2.5	13	-2.7	112	0	-26	-1.7	16	-2.6
- COCCNC(=O)CN(CCc1ccccc1)S(=O)(=O)c1ccc(OC)cc1
→ -11	-13	3.0	14	-3.2	101	4	-35	1.2	-2	0.5
- COc1cccc(-n2c(Cc3cc(=O)[nH]c(=O)[nH]3)nnc2SCC(=O)N2CCCC2)c1
→ -16	-10	-0.1	17	-2.8	/	6	/	-2.0	2	-0.3
- CCn1cc(CNCc2ccc(OCC(O)CN(C)Cc3ccccc3)cc2)cn1 (centres undefined)
→ -3	-16	/	13	-2.6	101	1	-7	0.5	-2	2.4
- O=C(O)c1cccc(NC(=S)NC(=O)c2ccncc2)c1
→ 17	1	3.4	25	-4.8	106	-6	6	1.8	0	1.4
- Cn1nc(C(=O)Nc2cccc(S(=O)(=O)N3CCCCC3)c2)c2ccccc2c1=O
→ 3	9	1.3	0	-0.1	100	-1	/	/	/	/
- COc1ccc(OC)c(N(CC(=O)N2CCCC2)S(=O)(=O)c2ccccc2)c1
→ -31	7	-1.7	16	-2.9	99	12	1	3.5	469*	3.5
- Nc1c(C(=O)Nc2ccc3c(c2)OCCO3)nnn1Cc1cccc(Cl)c1
→ -6	-7	4.6	-7	1.3	94	2	/	1.2	17	-0.9
- NC(=O)c1ccccc1NC(=O)c1cccc(C(=O)Nc2ccccc2C(N)=O)n1
→ /	/	0.7	/	/	106	/	/	-0.8	-5	1.6
- CCOc1ccc(C(CC(=O)O)NC(=O)Cc2ccc(Cl)cc2)cc1 (centres undefined)
→ -10	-6	1.7	9	-2.0	115	3	-20	0.5	-13	-1.0
- CC12CC3CC(C)(C1)CC(CN)(C3)C2
→ -18	-1	5.3	-5	1.0	104	-1	-2	1.8	-23	0.9
- O=C(O)CC(c1ccc(Cl)cc1)n1cccc1 (centres undefined)
→ 16	-2	2.9	8	-1.9	103	3	-14	0.8	15	3.5
- CCOC(=O)CSc1nnc(NC(=O)CN2CCCCC2)s1
→ 6	7	2.6	8	-1.8	106	-2	-10	1.6	-5	0.4
- O=C(COC(=O)C1CC(=O)N(Cc2ccco2)C1)c1ccc(OC(=O)c2ccccc2)cc1 (centres undefined)
→ 5	-1	0.5	2	-0.3	95	4	/	-2.4	-13	-1.2
- COc1ccccc1C(=O)NCC(=O)N1CC=C(c2ccccc2)CC1
→ -9	-11	0.6	6	-1.5	106	4	20	0.2	-1	2.7
- O=C(NCc1ccccc1)C(=O)NCC1OCCN1C(=O)c1cccs1 (centres undefined)
→ -35	-2	3.0	23	-4.4	95	-1	3	-2.8	12	-2.2
- CCOC(=O)c1cc(-c2cccnc2)nn1-c1ccccc1
→ -11	0	4.3	2	-0.4	83	4	8	-0.4	-3	0.5
- CCOc1ccc2oc(C(=O)Nc3ccc4c(c3)OCO4)c(C)c2c1
→ -1	1	1.7	-6	1.1	105	1	-7	-1.8	9	1.6
- CC(/C=C/c1cccc([N+](=O)[O-])c1)=N\NC(=O)c1ccncc1
→ -16	-12	2.0	9	-1.9	106	-1	5	-0.3	-36	3.2
- CC1SCC(=O)N(CC(=O)NC2CCCCC2)C1=O (centres undefined)
→ 18	-5	1.0	8	-1.7	97	1	12	1.2	4	-0.2
- O=C(CCN1C(=O)c2ccccc2C1=O)N(CCO)Cc1ccccc1
→ 7	-1	3.7	6	-1.0	103	1	-11	/	/	/
- CC(=O)Oc1ccc(-c2nc3ccccc3c(=O)o2)cc1
→ 10	-3	0.8	16	-3.5	120	-3	6	-0.8	8	-1.2
- CCc1cccc(N=c2c([N+](=O)[O-])nn(-c3ccc(Cl)cc3)n2O)c1
→ 14	2	4.2	-95	18	/	6	1	1.2	23	0.8
- Cc1cc(C)c(NC(=O)COC(=O)c2nc3nccc(C)n3n2)c(Cl)c1
→ 14	7	1.7	3	-0.8	93	6	-15	-1.5	-4	1.3
- Cc1sc2ncnc(N3CCC(C(=O)NNC(=O)c4ccc(F)cc4)CC3)c2c1C
→ 0	0	0.2	2	-0.4	104	-1	-5	2.3	-11	0.0
- COc1ccc(N2C(=O)S[C@@H]3CS(=O)(=O)C[C@@H]32)cc1
→ 21	-1	2.3	3	-0.6	97	-6	-2	0.5	8	3.1
- CC1CC(C)CN(C(=O)C2CCN(S(=O)(=O)c3c(Cl)cccc3Cl)CC2)C1 (centres undefined)
→ 7	0	1.4	-7	1.3	/	0	9	1.4	-13	2.1
- O=C(CCN1C(=O)c2ccccc2S1(=O)=O)Nc1ccc(C(=O)O)cc1
→ 11	-8	-0.1	10	-1.8	106	0	38	-0.1	11	-0.7
- CN(CC(=O)Nc1ccccc1C(F)(F)F)C(=O)CC1OC(=O)c2ccccc21 (centres undefined)
→ -19	-14	2.2	10	-1.9	117	7	9	-3.2	-19	1.8
- Cc1cc(C)n2c(SCC(O)=C(C#N)c3nc4ccccc4[nH]3)nnc2n1
→ -1	-20	2.9	-5	0.9	112	0	2	/	/	/
- COc1ccc(C(=O)Nc2ccc(OCc3ccccc3)cc2)cc1[N+](=O)[O-]
→ -6	8	0.2	-9	1.8	/	2	/	-2.6	/	-0.5
- O=C(CCN1C(=O)COc2ccccc21)NCCCN1CCN(c2ccc(F)cc2)CC1
→ 6	16	2.6	17	-3.7	/	-1	-8	-0.8	-17	0.4
- COc1ccc(NC(=O)Cn2nnc(C(=O)NCc3cccs3)c2N)cc1Cl
→ 4	-1	2.2	19	-3.6	99	1	-24	-2.7	-22	3.5
- COC(=O)C(CC(C(=O)OC)C(=O)OC)C(=O)OC
→ 13	1	1.9	14	-3.3	/	-3	-10	-0.9	-6	3.0
- Cc1c(CCC(=O)N[C@@H](C)C(=O)O)c(=O)oc2c(C)c3oc4c(c3cc12)CCCC4
→ -1	-5	2.1	12	-2.4	100	0	-17	-0.4	461	-0.4

(more compounds)
Each structure is followed by: HTR5A inv ctr	PKA-R1A activ	phage Ecoli inh	OPRM1-OPRD1 inv	MOR-DOR ag	Pemphigus Ab inh	HTR5A ag	PfHsp90 yeast 2	Ecoli viability	SUMO Mot1 rescue	AddAB inh
- CCOc1cc(N2CCOCC2)c(OCC)cc1NC(=O)c1ccc(S(=O)(=O)N(C)C)cc1
→ -12	1	-0.1	11	-2.2	96	3	2	0.3	105	1.6
- O=C(Nc1ccccn1)c1cccc(S(=O)(=O)N2CCCc3ccccc32)c1
→ -17	8	6.3	5	-1.2	106	4	21	-0.2	-17	0.4
- O=c1c2ccccc2[nH]c2ccc(O)cc12
→ 7	6	5.0	-14	2.5	95	-3	-43	2.9	-19	6.7
- CC1(NC(=O)Cc2ccc(Cl)c(Cl)c2)CCS(=O)(=O)C1 (centres undefined)
→ -15	1	2.5	18	-4.5	110	-2	7	2.6	-12	2.8
- Cc1ccccc1OCCCC(=O)Nc1ccc(Br)cc1
→ -2	-11	3.5	2	-0.3	119	1	-31	-2.5	3	0.9
- COC(=O)[C@@H]1C[C@@H]2CC[C@@H](O)C[C@@H]2N1Cc1ccc(C(F)(F)F)cc1
→ 14	11	2.1	-1	0.2	105	5	22	-0.3	-12	6.3

Source: PubChem
